Screens from PubChem.
12-LOX inh – inhibitors of human 12S-lipoxygenase ALOX12 | purified 12hLO, xylenol orange hydroperoxide absorbance | Potency, µM (highest dose often 108 µM), for inactives: top-dose activity change, negative = inhibition, most hits filed as inhibitors | 580,000 compounds, 1.1% hits | AID 1671190; active means well fitted inhibition curve with a large enough effect; inconclusive means small, poorly fitted or top-dose-only effect, or another doubt; inactive means no such curve, though single readings can be large or run the other way
Target sequence (P18054 whole entry, looked up): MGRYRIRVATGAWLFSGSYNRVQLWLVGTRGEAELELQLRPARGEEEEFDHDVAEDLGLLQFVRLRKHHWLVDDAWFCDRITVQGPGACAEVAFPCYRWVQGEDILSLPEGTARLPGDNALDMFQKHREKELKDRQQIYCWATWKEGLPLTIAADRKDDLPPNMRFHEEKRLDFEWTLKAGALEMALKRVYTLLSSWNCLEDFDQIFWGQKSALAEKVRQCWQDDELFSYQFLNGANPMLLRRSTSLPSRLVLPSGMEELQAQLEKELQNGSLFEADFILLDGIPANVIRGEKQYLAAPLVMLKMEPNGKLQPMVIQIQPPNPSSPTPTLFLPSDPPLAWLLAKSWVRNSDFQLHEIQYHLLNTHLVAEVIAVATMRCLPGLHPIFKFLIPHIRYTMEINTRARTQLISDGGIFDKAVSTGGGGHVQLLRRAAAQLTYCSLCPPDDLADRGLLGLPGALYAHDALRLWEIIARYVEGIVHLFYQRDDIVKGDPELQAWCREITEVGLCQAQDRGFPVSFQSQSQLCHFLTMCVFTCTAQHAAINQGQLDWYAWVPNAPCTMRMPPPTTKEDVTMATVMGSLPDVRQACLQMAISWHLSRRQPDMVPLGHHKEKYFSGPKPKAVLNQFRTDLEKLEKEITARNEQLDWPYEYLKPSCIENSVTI
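Purified human 12hLO at 150 nM in 25 mM Hepes, 0.01% Triton X-100, pH 7.0, preincubated 15 min at room temperature with compound. Reaction started with 40 uM arachidonic acid, 30 min at room temperature. Hydroperoxide measured by Fe-xylenol orange, 573/405 nm absorbance ratio.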
Numbers without * were called inactive; ? = inconclusive; [ ] = remark or other dose. On the % scale 0 is the no-effect control and ±100 the full control effect; potency means the concentration at half of the fitted maximal effect. An excerpt; the hit share may differ from the screen's.

The opening six compounds, to show the layout:
SMILES | 12-LOX inh
Cc1noc(C)c1Cc1ccc(C(=O)N2CCC(C)(c3noc(-c4ccccn4)n3)CC2)o1 | -2%
COc1cccc(CCNC(=O)c2c(C)noc2-c2ccccc2OC)c1 | -6%
COc1ccc(CCc2nc3nccc(-c4ccsc4)n3n2)cc1 | 42%
CCCC(NC(C)C(=O)O)C(=O)OCC (stereo not given) | -13%
COc1nc2ccccc2nc1N1CCC(C(=O)Nc2ccc(I)cc2)CC1 | 0%
Cc1ccc(C(=O)COC(=O)CCCC(=O)Nc2cc(C(F)(F)F)ccc2Cl)cc1[N+](=O)[O-] | 3%

The list itself, from the start:
SMILES | 12-LOX inh
Cc1noc(C)c1Cc1ccc(C(=O)N2CCC(C)(c3noc(-c4ccccn4)n3)CC2)o1 | -2%
COc1cccc(CCNC(=O)c2c(C)noc2-c2ccccc2OC)c1 | -6%
COc1ccc(CCc2nc3nccc(-c4ccsc4)n3n2)cc1 | 42%
CCCC(NC(C)C(=O)O)C(=O)OCC (stereo not given) | -13%
COc1nc2ccccc2nc1N1CCC(C(=O)Nc2ccc(I)cc2)CC1 | 0%
Cc1ccc(C(=O)COC(=O)CCCC(=O)Nc2cc(C(F)(F)F)ccc2Cl)cc1[N+](=O)[O-] | 3%
COCCc1noc([C@@H]2CN(C(=O)c3ccc(C)cc3C)C[C@H]2CO)n1 | 19%
Cc1cccc(-c2c(C(N)=O)c(C)nc3sc4c(c23)CCCC4)c1 | 10%
c1ccc(-c2nc3c(c(N4CCNCC4)n2)CCC3)cc1 | 58%[activator]
O=C(C1CCC1)N1CCc2nn(Cc3ccccc3)c(=O)n2CC1 | 42%[activator]
CN(Cc1ccccc1)C1CCN(Cc2ccccc2F)CC1 | ?
O=C(O)c1ccc(CC2CCN(C(=O)c3cccc(Cn4cccn4)c3)C2)cc1 (stereo not given) | 30%
CCOc1ccc(CN=C2NS(=O)(=O)C(c3ccc(C)c(C)c3)=C2C)cc1 | ?
CCCCn1nc(C(=O)Nc2ccc(OC)c(OC(F)F)c2)c2ccccc2c1=O | 27%
Nc1nccnc1C(=O)NCCc1ccco1 | 37%[activator]
CC(C)NC(=O)NC(=O)CN1CCCc2ccccc21 | 12%
CCOc1cc2nc(-c3ccc(OC)c(OC)c3)nc(N3CCCC(C)C3)c2cc1OC (stereo not given) | -17%
COC(=O)C1=C(C)N=C2SC=C(CC(=O)NCC3CCCO3)N2C1c1ccccc1C (stereo not given) | 37%[activator]
O=C1CCC2(CCNCC2)CCN1 | ?
CSCCNC(=O)c1coc(CN2CCN(C/C=C/c3ccccc3)CC2)n1 | 73%[activator]
O=C1NC(=NC2CCCCC2)C2(CCN(CC3CC3)CC2)N1c1cccnc1 | 8%[6.33 µM]
O=C(CCc1ccsc1)NCC1CCCC1 | -12%
CCCCNC(=O)C1c2ccccc2OCC(=O)N1Cc1ccccc1 (stereo not given) | 4%
CCC(=O)N1N=C(c2ccccc2NS(C)(=O)=O)CC1c1ccco1 (stereo not given) | 21%
Cc1noc(C)c1[S+](=O)([O-])N1CCC2(CC1)CC(=O)c1ccccc1O2 | 12%
Next records.
SMILES | 12-LOX inh
Cc1ccccc1C(=O)OCC(=O)Nc1cc(F)cc(F)c1 | ?
CCCCc1nn2c(=O)cc(COC(=O)CNC(=O)c3cccc(C)c3)nc2s1 | ?
Cc1cc(=O)n(CC(=O)NCc2ccccc2Br)c(N2CCc3ccccc3C2)n1 | 6%
COCCCNC(=O)c1ccc2sc(C3=C[C@@H](O)[C@@H](O)[C@@H](CO)O3)nc2c1 | 1%
CC(CCO)Nc1nc2c(c(=O)n(C)c(=O)n2C)n1Cc1ccccc1F (stereo not given) | 12%
CCOC(=O)N1CCN(C(=O)c2ccc(CS(=O)c3cccc(C)c3)o2)CC1 (stereo not given) | 7%
Cc1ccc(C(=O)N2CCCC(n3cc(-c4nc(C(C)C)no4)nn3)C2)cc1C (stereo not given) | ?
CCCCCC(=O)N1C[C@H](O)[C@@H](n2cc(C3CC3)nn2)C[C@@H]1c1ccc(OC)cc1 | -1%
Cc1ccc2c(CN3CCc4ccccc43)cc(=O)oc2c1 | ?
Cc1cccc(CC(CC(=O)O)C(=O)O)c1 (stereo not given) | -4%
COc1cccc(CC(=O)N2CCCn3nc(C)c(-c4ccccc4OCc4ccccc4)c32)c1 | 2%
Cc1noc([C@@H]2CN(C(=O)NCc3ccccc3)C[C@H]2C(N)=O)n1 | 3%
COc1cccc(C(=O)N2CCc3onc(-c4cccc(F)c4)c3C2)c1OC | 39%[activator]
CN(CCCn1ccc(NC(=O)OCc2ccccc2)nc1=O)CCc1ccccn1 | -2%
CCC(=O)Nc1c(-c2cc(=O)oc3cc(C)c(Cl)cc23)oc2ccccc12 | 68%[activator]
CC(=O)NC1CCN(c2nc(-c3cccnc3)nc3c2cnn3C)C1 (stereo not given) | 22%
C=CCNC(=O)NC(=O)CN(C)CCCOc1ccccc1 | 9%
Cc1ccc(C(=O)N[C@@H]2C=C(C(=O)N[C@@H](CCS(C)(=O)=O)C(N)=O)C[C@@H](O)[C@@H]2O)cc1 | 16%
CCOc1ccc2oc(C(=O)Nc3ccc(C)cn3)c(C)c2c1 | -9%
NC(=O)c1cccnc1OC1CCN(Cc2ccc[nH]2)CC1 | 85%[activator]
CC1=NS(=O)(=O)N(Cc2ccccc2)C=C1C(=O)OCc1nc(Cc2ccc(C)cc2)no1 | 7%
CCc1cccc(-n2c(C)cc(O)cc2=O)c1 | -19%
CONC(=O)C(CC(C)C)NC(=O)c1ccc(Cl)cc1 (stereo not given) | 9%
CCCc1c(C)nc2ncnn2c1Nc1cccc(C)c1 | 27%
O=C(NCC1CCOCC1)Nc1ccccc1Br | ?

Two compounds picked at random from those above, as already listed:
SMILES | 12-LOX inh
CC(CCO)Nc1nc2c(c(=O)n(C)c(=O)n2C)n1Cc1ccccc1F (stereo not given) | 12%
Cc1cccc(CC(CC(=O)O)C(=O)O)c1 (stereo not given) | -4%

(next part)
SMILES | 12-LOX inh
CCCc1nnc(NC(=O)C2CCN(C(=O)c3ccccc3F)CC2)s1 | -12%
CN1[C@@H](CCC(=O)NCc2ccco2)CNC(=O)[C@@H]2[C@H]1CCN2Cc1cccc(Cl)c1 | -1%
Cc1cccc(OCC2(CNC(=O)c3cnccn3)C[C@@H](O)[C@@H](O)C2)n1 (stereo not given in full) | 80%[activator][176 µM]
O=C(NCc1ccccc1)[C@H]1CN(Cc2ccccc2)C[C@H]1C(=O)O | 1%
COCCn1c(-n2nc(C)c(C)c2C)nc2c1c(=O)[nH]c(=O)n2C | -1%
CCCCNC(=O)C[C@@H]1C[C@@]2(C(=O)OC)CCCCC=C2N(Cc2ccccc2)C1=O | ?
CN1CCCN(C(=O)c2cccs2)c2ccccc21 | 40%[activator]
Cc1ccc(C(=O)Nc2cccc(C(=O)N(C)C)c2)cc1 | -34%
CCN1CCC2(Cc3ccccc3CN(S(C)(=O)=O)C2)C1 (stereo not given) | 0%[12.5 µM]
CCCc1cc(=O)[nH]c(SC(C)C(=O)NC2CCCCCC2)n1 (stereo not given) | -7%
CC1=C[C@@H](CN2CCN(c3ccccn3)CC2)[C@H](C(C)C)C[C@H]1Cc1nnc(-c2ccc([N+](=O)[O-])cc2)o1 | 39%[activator]
CC(=O)c1cccc(NC(=O)CN(CCc2ccccc2)S(C)(=O)=O)c1 | ?
CC1(C)CC(=O)C/C(=N/NC(=O)c2ccccc2)C1 | -11%
c1ccc(-c2noc(-c3ccn4c(CN5CCN(c6ccccc6)CC5)nnc4c3)n2)cc1 | 72%[activator]
COc1nc2c(cc1CNC(=O)C1CCCC1)C(=O)N(CCc1ccccn1)C2 | 22%
CN(CC1CCOCC1)S(=O)(=O)c1ccccc1 | 11%
O=c1oc(-c2ccccc2Cl)nc2ccc(Br)cc12 | ?
O=C(Nc1ccc2nc([C@H]3C[C@H](O)[C@@H](CO)O3)[nH]c2c1)NC(c1ccccc1)c1ccccc1 | -15%
O=C(NCC1CCOCC1)C1=NO[C@@H]2CN(CCc3ccccc3)C[C@H]12 | 11%[176 µM]
O=C1N(C2CCOCC2)C[C@H]2CN(Cc3cccc(Cl)c3)CCN12 | -33%[176 µM]
CC(C)NC(=O)N1CCCC1c1nc(CCOc2ccc(F)cc2)no1 (stereo not given) | 46%[activator]
COC(=O)C[C@@H]1CC[C@H](NC(=O)CC2CC2)[C@@H](CO)O1 | -8%
O=C(NCc1ccc(S(=O)(=O)N2CCOCC2)cc1)c1cc(-c2ccncc2)nc2ccccc12 | 31%[activator]
Cn1c(SCC(=O)NC2CCCCC2)nnc1-c1ccc(F)cc1 | -24%
CS(=O)(=O)N(CCCC(=O)Nc1ccc2c(c1)OCCO2)c1ccc(Cl)cc1 | -19%
(continued)
SMILES | 12-LOX inh
COc1cccc(-c2nc3cnccn3c2NCCC(=O)N2CCc3ccccc32)c1 | 26%
CC1(c2ccc(C#N)cc2)NC(=O)N(Cc2coc(-c3cccs3)n2)C1=O (stereo not given) | -4%
O=C(COc1ccccc1)N[C@H]1CO[C@H]2[C@@H]1OC[C@@H]2Nc1nccc(-c2cccs2)n1 | 34%[activator]
CCOc1ccc(C(=O)N2CCC3(CCCN(C)C3=O)C2)o1 (stereo not given) | 9%
COC(=O)C1=C(c2ccccc2)c2ccccc2S(=O)(=O)N1CC(=O)Nc1cc(Cl)ccc1C | ?
Cc1ccc(CN2CC[C@@H]3[C@H]2C(=O)NC[C@H](CCC(=O)NCc2ccc(F)cc2)N3C)cc1 | 2%
Cc1ccc(C(=O)c2ccccc2C(=O)OCc2ccc(Cl)cc2Cl)cc1 | ?
O=C(Cn1cc(-c2ccccn2)nn1)NS(=O)(=O)c1cccc(OC(F)F)c1 | -3%
COc1ccc2ccc(OCc3nc(C(=O)N4CCC(NC(C)=O)CC4)co3)cc2c1 | 31%
CCCN(CCC)C(=O)CN1C(=O)NC2(CCC(C)CC2)C1=O (stereo not given) | 2%
CN(C)c1cc(CNC(=O)Cc2ccccc2F)ccn1 | 13%
COCCn1c(SCC(=O)c2ccc(Br)s2)nnc1-c1ccc(Cl)cc1 | ?
C(=C\c1ccccc1)/CN1CCN(C(c2ccnc3ccccc23)c2nnnn2C2CCCCC2)CC1 (stereo not given) | ?
CC1(C(=O)NS(=O)(=O)c2cccc(F)c2)CCN1C(=O)Cc1ccc(-c2ccccc2)cc1 (stereo not given) | 0%
CNC(=O)[C@@H]1CN(C(=O)c2coc(C)n2)C[C@H]1COC | 10%
CNC(=O)CNC(=O)c1ccc(Br)cc1 | 3%
N#Cc1cccc2[nH]ccc12 | 13%
Clc1ccc(Nc2nc(NC3CCCCCC3)nc3c2cnn3-c2ccccc2)cc1 | ?
CNC(=O)[C@@H](c1ccccc1)N1CCC[C@H]1C(=O)N1CCC[C@@H]1COC | 18%[176 µM]
COc1cc(OC)cc(C(=O)N2CCC(Cc3nc(-c4cnccn4)no3)CC2)c1 | 31%
C=CCN1C(=O)/C(=C/N(C)C)S/C1=N\S(=O)(=O)c1cccs1 | ?
Cc1ccc(C)c(C(=O)NC2CCN(c3cc(-c4ccc(F)cc4)[nH]n3)C2)c1 (stereo not given) | 36%[activator]
Nc1nccnc1C(=O)NCc1ccc2c(c1)OCCO2 | -1%
CCN1c2cc(C(=O)Nc3ccc(C)c(F)c3)ccc2C(=O)N2CCCC21 (stereo not given) | ?
O=C(C#Cc1ccccc1)NC1CCCc2c1cnn2-c1ccc(F)cc1F (stereo not given) | 42%[activator]
The list goes on.
SMILES | 12-LOX inh
Cc1ccccc1OCCN(C)C(=O)NCc1ccc(S(N)(=O)=O)cc1 | -3%
O=C(Nc1ccc(Cn2cncn2)cc1)c1csc(NC2CC2)n1 | 2%
Clc1cccc(C=Nc2cccc3c(N=Cc4cccc(Cl)c4)cccc23)c1 | -24%
O=C(/C=C/[C@H]1O[C@@H](n2cnc3c(NC(=O)c4ccccc4)ncnc32)[C@H](O)[C@@H]1O)NCc1ccccc1 | -2%
Cc1noc(C)c1-c1cc2cc(C(C)C)oc2c(N2CCN(C)C(=O)C2)n1 | ?
O=C(CCc1nc2ccccc2s1)N1CCCC1c1nc(CCOCC2CC2)no1 (stereo not given) | 26%
CNC(=O)c1noc([C@@H]2CC(F)(F)CN2C(=O)c2cccc(C)c2)n1 | 37%[activator]
CN(CC1CCOC1)C(=O)NCc1cccc(F)c1 (stereo not given) | 32%[activator]
O=C(Nc1cccc(Cl)c1)N1CCSc2ncccc21 | -13%
CC(C)Cn1c(SCC(=O)NC2CC2)nc2ccccc21 | -1%
CCN(CC)Cc1nc(C2(O)CCN(Cc3ccc(OC)cc3)CC2)cs1 | 0%[176 µM]
c1coc(-c2ccn[nH]2)c1 | ?
Cc1ccc(CCNC(=O)c2noc(C)c2Cn2nc(C)cc2C)cc1 | -2%
Cc1c(Cl)cccc1NC(=O)CCc1ncc(-c2ccccc2)o1 | -8%
Cc1nn(C)c(C)c1-c1cc(C(=O)N2C[C@@H](N(C)C)[C@H](C(C)C)C2)n(C)n1 | 57%[activator]
COc1ccc(-c2noc(C(=O)O)c2[C@@H](C)NC(=O)c2cnccn2)cc1 | 14%[176 µM]
CCNC(=O)N1CCN(c2ccc(N3CCN(Cc4ccccc4)[C@@H](C)C3)c(C)c2)[C@H](C)C1 | -7%
CC(C)Cc1nc2cc(NS(=O)(=O)N(C)C)cc(C(=O)N3CCOCC3)c2n1C | 5%
Cc1cccc(NC(=O)N2CCc3c(C(=O)N4CCN(C)CC4)cccc32)c1 | 39%[activator]

Nothing new here: 5 of the compounds above.
SMILES | 12-LOX inh
CCCCn1nc(C(=O)Nc2ccc(OC)c(OC(F)F)c2)c2ccccc2c1=O | 27%
Nc1nccnc1C(=O)NCCc1ccco1 | 37%[activator]
CC(C)NC(=O)NC(=O)CN1CCCc2ccccc21 | 12%
CCOc1cc2nc(-c3ccc(OC)c(OC)c3)nc(N3CCCC(C)C3)c2cc1OC (stereo not given) | -17%
COC(=O)C1=C(C)N=C2SC=C(CC(=O)NCC3CCCO3)N2C1c1ccccc1C (stereo not given) | 37%[activator]
